M1 ag parental – counter-screen for M1 agonists: effect in parental CHO-K1 cells; Fluo-8 calcium fluorescence; scaled to maximal ATP response, vehicle zero; activation, % at 3 µM; 360,000 compounds, 0.48% hits; in the data active = activation above about 15%;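 note: untransfected CHO-K1 host cells lacking M1 receptor as counterscreen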
M1 PAM parental – nonselective calcium activators in parental CHO-K1 cells, primary screen, counter-screen for M1 PAM project, cell-based, Fluo-8 calcium fluorescence, full deck, 1536-well. ATP EC20; 0% at ATP EC20, 100% at ATP max. activation, % at 3 µM. 360,000 compounds, 0.02% hits;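 active = activation above the run cutoff, the mean activation of all test compounds plus 3 SD, cut at about 40% in these data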;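 note: peak over basal fluorescence ratio in a 140 s read after ATP addition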
CHRM1 antagonist – human M1 muscarinic receptor antagonists, primary screen, CHO-K1 cells, Fluo-8 calcium fluorescence, 1536-well | CHO-K1 hM1, ACh EC80 antagonist | Muscarinic acetylcholine receptor M1 (Homo sapiens), P11229 | inhibition, % at 3 µM | 360,000 compounds, 1.3% hits | AID 588852, 2011;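 active = percent inhibition above its own plate's cutoff, namely the mean of that plate's compound wells plus 3 SD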;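 note: peak over basal fluorescence ratio during 140 s after agonist addition; 0% = ACh EC80 plus DMSO and 100% = DMSO alone without agonist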
Target sequence (P11229 whole entry, looked up): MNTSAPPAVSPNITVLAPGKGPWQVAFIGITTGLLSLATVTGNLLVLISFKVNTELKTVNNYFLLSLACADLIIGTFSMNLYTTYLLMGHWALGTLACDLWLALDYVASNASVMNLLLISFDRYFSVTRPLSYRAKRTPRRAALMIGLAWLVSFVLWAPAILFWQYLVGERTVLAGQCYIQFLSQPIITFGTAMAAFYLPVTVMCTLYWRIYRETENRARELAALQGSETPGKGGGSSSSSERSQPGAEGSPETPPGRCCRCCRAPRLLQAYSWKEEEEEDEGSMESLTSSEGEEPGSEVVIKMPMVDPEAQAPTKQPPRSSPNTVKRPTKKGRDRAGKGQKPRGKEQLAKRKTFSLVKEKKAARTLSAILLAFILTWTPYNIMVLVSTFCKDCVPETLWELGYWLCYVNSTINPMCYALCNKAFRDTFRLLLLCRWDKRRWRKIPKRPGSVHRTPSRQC
CHO-K1 Ca antag – M1 antagonist counterscreen hit in parental CHO-K1 cells; ATP-induced calcium, Fluo-8 fluorescence; inhibition, % at 3 µM; 360,000 compounds, 0.6% hits; AID 602250;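 active = inhibition above a per-plate cutoff, the plate's mean sample inhibition plus 3 SD, cut at about 24% in these data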;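 note: 0% = DMSO plus EC80 ATP and 100% = DMSO alone without ATP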
TAAR1 ag – human TAAR1 agonists, primary screen, Fluo-8 calcium fluorescence, CHO RD-HGA16 cells | vehicle wells 0%, saturating PEA agonist 100% | activation, % at 3 µM | 360,000 compounds, 0.99% hits | AID 624467, 2012;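 active = activation above the mean activation of all test compounds in the run plus 3 SD, cut at about 38% in these data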
Target sequence (Q96RJ0 whole entry, looked up): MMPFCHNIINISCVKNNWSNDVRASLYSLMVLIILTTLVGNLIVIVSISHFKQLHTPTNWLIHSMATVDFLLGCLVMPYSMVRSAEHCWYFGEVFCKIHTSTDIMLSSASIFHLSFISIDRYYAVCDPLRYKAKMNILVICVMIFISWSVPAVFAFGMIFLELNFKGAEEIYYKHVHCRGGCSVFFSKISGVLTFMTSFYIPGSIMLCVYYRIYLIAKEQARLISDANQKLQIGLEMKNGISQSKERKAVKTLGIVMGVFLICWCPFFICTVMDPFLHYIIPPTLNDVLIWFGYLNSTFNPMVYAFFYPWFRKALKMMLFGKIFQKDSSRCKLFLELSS
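System: CHO RD-HGA16 cells carrying human TAAR1 plus Gα16; Incubation: 17-24 h seeding, 75 min 37 °C dye, 30 min RT; Measured by: Fluo-8 fluorescence, 5 s baseline then 140 s kinetic read; Control set: DMSO and PEA EC100; Replication: single well for each compound.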
TAAR1 antag – human TAAR1 antagonists, primary screen, Fluo-8 calcium fluorescence, CHO RD-HGA16 cells | antagonist | inhibition, % at 3 µM | Trace amine-associated receptor 1 (Homo sapiens), Q96RJ0 | 360,000 compounds, 1.5% hits;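 active = inhibition above a per-plate cutoff, the mean inhibition of test compounds on that plate plus 3 SD, cut at about 49% in these data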;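 note: 0% = DMSO plus EC80 beta-PEA response and 100% = DMSO alone without agonist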
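Assay system: CHO-derived RD-HGA16 cells stably expressing human TAAR1 plus Gα16. Timing: 140 s kinetic read after compound, 140 s after agonist. Technique: kinetic Fluo-8 calcium fluorescence measurement. Measure: % inhibition of agonist calcium response.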
CHO parental Ca – ATP-evoked calcium signal inhibitors, parental CHO, primary screen, counter-screen for OX1R antagonist project, cell-based, fluorescence, Fluo-8 calcium dye | parental CHO-K1, ATP-induced calcium, Fluo-8 fluorescence | inhibition, % at 5.6 µM | 330,000 compounds, 0.63% hits;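 active = inhibition above that plate's mean sample inhibition plus 3 SD, cut at about 26% in these data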;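 note: 0% = ATP-challenged DMSO wells and 100% = DMSO wells without ATP; some compounds past the cut are filed as inactive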
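Material: Parental CHO cells | Reagent: ATP | Compound dosing: Single nominal dose of 5.6 µM per compound | Detection: Intracellular calcium via Fluo-8 no-wash fluorescent dye | Read-out: % inhibition of ATP-induced calcium mobilization | Benchmarks: Low control ATP plus DMSO, high control DMSO only | Replicates: Singlicate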
OXTR potentiate – human OXTR potentiators, primary screen, fluorescence, CHO-OTR cells, Fluo-8 calcium. Oxytocin receptor (Homo sapiens), P30559. Fluo-8 calcium fluorescence, potentiator mode; 0% = oxytocin EC15, 100% = EC100. activation, % at 3 µM. 320,000 compounds, 0.061% hits. AID 2445, 2010;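 active = activation above that plate's cutoff, the mean activation of tested compounds plus 3 SD, cut at about 6.6% in these data, passing the limit was not always enough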;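 note: 100% uses oxytocin at 75 nM as the full agonist control; some results filed as inactive read as strong as hits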
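assay system = CHO-OTR cells, human receptor | schedule = compound 6 min at room temperature before oxytocin, 100 s read | detection = Fluo-8 intracellular calcium fluorescence, ex 470-495, em 515-575 nm | evaluation = normalized max/min fluorescence ratio, % activation | control set = EC15 oxytocin alone as 0%, 75 nM oxytocin (EC100) as 100%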
M1 ag – human M1 muscarinic receptor agonists, primary screen, Fluo-8 calcium fluorescence, CHO-K1 cells, HTS. AID 588814, 2011. activation, % at 3 µM. 360,000 compounds, 0.33% hits. Muscarinic acetylcholine receptor M1 (Homo sapiens), P11229. CHO-K1 hM1, agonist mode; 0% DMSO, 100% acetylcholine EC100;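 active = activation above the run's mean compound activation plus 3 SD, cut at about 16% in these data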;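 note: peak over basal fluorescence ratio within a 140 s kinetic read after compound addition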
Active calls of the source: *; x = not tested or not shown.

SMILES	M1 ag parental	M1 PAM parental	CHRM1 antagonist	CHO-K1 Ca antag	TAAR1 ag	TAAR1 antag	CHO parental Ca	OXTR potentiate	M1 ag
Cc1cccc(N2CCN(C(=O)CCN3C(=S)NC(C)(C)CC3C)CC2)c1C (configuration not stated)	1.2	14	-12	-9	-1	-23	-16	-3	-3
Cn1cccc1C(=O)OCC(=O)N1CCN(c2ccccc2)CC1	0.5	2	-7	-5	1	-11	-7	2	-1
COc1cc(C(=O)COC(=O)C2CC2(Cl)Cl)cc(OC)c1OC (configuration not stated)	3.6	-2	-7	-1	3	0	-20	3	-1
O=c1ccc2ccc(OCc3nnc(-c4ccccc4Br)o3)cc2o1	2.5	-6	2	11	23	12	-24	-3	-1
CCn1c(SCC(=O)Nc2ccc(N3CCOCC3)c(Cl)c2)nnc1-c1ccc(N)cc1	0.5	10	4	-9	2	-16	5	-1	-2
O=C(NCCc1ccco1)c1ccc(OCc2cn3ccccc3n2)cc1	0.2	10	-12	-10	7	-2	-13	2	-3
O=C(CSc1nnc(-c2ccncc2)o1)c1ccc2c(c1)OCCO2	-0.1	11	-4	2	4	2	-10	-9	-5
Nc1ccccc1C(=O)NC12CC3CC(CC(C3)C1)C2	0.8	10	-4	-4	0	-17	-9	-9	0
CCn1c(=S)ccc2ccc(OC)cc21	0.2	16	-9	-1	-1	2	-16	-12	-5
C[C@]12c3[nH]c4ccccc4c3CCN1C(=O)C(CC(=O)NCc1cccc(C(F)(F)F)c1)C[C@@H]2C(=O)N1CCOCC1 (some centres not stated)	-0.3	-1	-10	-4	2	-13	-25	1	-7
CCCCn1nnnc1NCc1cccnc1	-0.5	-6	-7	5	8	3	-15	0	-2
Cc1cc(Oc2ccccc2)nc(SCC(=O)Nc2ccc(Cl)cc2Cl)n1	0.4	21	-7	-2	3	-10	-11	-4	-4
C#CCOCCOCCOCCNc1nc(N2CCOCC2)nc(N2CCN(C(=O)Cn3cc(CCCCN)nn3)CC2)n1	0.4	0	-5	-16	6	-4	x	x	-3
Cc1cc(=O)n2[nH]c(-c3ccc(Cl)cc3)cc2n1	-0.5	11	-8	-5	12	0	-10	-3	-3
COc1ccc(C(=O)NC(=S)NCc2ccco2)cc1	5.5	15	12	-14	1	-44	-4	-4	-3
Cn1c(SCC(=O)NNC(=S)Nc2ccccc2)nnc1-c1ccccc1	0.7	17	-10	-4	14	-21	-2	-3	-3
O=S(=O)(NCc1ccccc1Br)c1ccccc1Br	0.8	13	15	-6	26	8	-13	-6	-7
O=C(NCc1cccnc1)Nc1cccc(NC(=O)NCc2cccnc2)c1F	-0.4	-20	-7	11	3	-16	-11	1	-3
COc1cc(/C=C/C(=O)c2ccc3c(c2)OCO3)cc(Cl)c1O	23*	-5	35*	17	56*	43	44*	-16	47*
C=CCOc1c(Br)cc(/C=C(\C#N)C(N)=O)cc1OC	0.3	20	-2	-11	-3	-18	-4	1	0
CC(C)(C)n1ncc2c(=O)n(CC(=O)NCc3ccco3)cnc21	0.1	12	-5	-1	4	2	-6	3	-3
Nc1cc(=O)[nH]c(=O)n1Cc1ccco1	0.1	17	-15	-1	5	-4	-6	-4	-2
Cc1ccc(S(=O)(=O)N2CCN(C(=O)CN3CCOCC3)C2C(C)C)cc1 (configuration not stated)	0.0	0	8	12	10	12	-3	0	-4
C=C(C)C(O)Cc1c(OC)ccc(C(=O)/C=C/c2ccc(O)cc2)c1O (configuration not stated)	2.6	5	8	3	5	45	-7	-9	3
COCCN(C(=S)Nc1ccc(C(C)C)cc1)C(C)c1cccs1 (configuration not stated)	0.0	5	-9	-6	4	25	2	2	-5
CC1CCCN(CCCN2C(=O)C3C(C(=O)Nc4cccc(Cl)c4)C4C=CC3(O4)C2C(=O)NC2CCCCC2)C1 (configuration not stated)	0.0	-11	-8	0	-1	2	-17	-2	-8
COc1cccc(C(Nc2ccccn2)c2oc(CO)cc(=O)c2O)c1 (configuration not stated)	13	13	7	2	4	-6	-9	-5	-1
O=C(COC(=O)c1ccccc1)NC12CC3CC(CC(C3)C1)C2	0.0	-2	-1	-2	-1	12	-8	0	-2
O=C(NNS(=O)(=O)c1ccccc1[N+](=O)[O-])c1cccc(Br)c1	0.0	-11	11	5	-1	-1	-3	-8	-3
CNS(=O)(=O)c1ccc(OC)c(-c2nnc3c4ccccc4c(C)nn23)c1	1.1	18	-16	-15	4	-1	-6	-15	-4
Cc1ccc(-c2cc(-c3ccccc3)c(C#N)c(N)n2)o1	0.4	-5	2	-12	0	22	-6	0	-1
Cc1ccc(/C=N/NC(=O)c2ccco2)s1	-0.1	-1	-1	10	3	-9	-6	-4	-5
COc1ccccc1C(=O)NNC(=O)C(=O)Nc1cccc(Cl)c1C	0.7	-10	10	-13	7	-6	9	-20	-3
Cc1ccc(Cl)cc1NC(=O)Cn1cc2c(n1)CCCC2	-0.2	5	-4	3	-2	-11	-13	1	-7
COc1ccccc1NS(=O)(=O)c1cccc(C(=O)N2CCCCCC2)c1	0.7	-22	1	18	1	10	x	x	-2
Cc1cc(C)cc(NCc2cc3c(cc2[N+](=O)[O-])OCO3)c1	-0.2	-8	-9	-2	-2	-7	-16	-6	-8
CC1CCCN(C(=O)COC(=O)Cn2cnc3ccccc32)C1 (configuration not stated)	0.8	11	-20	-13	25	-38	0	-4	-2
Cc1ccc(CNC(=O)CC2Nc3c4ccccc4nc(=S)n3C2=O)cc1 (configuration not stated)	x	x	x	x	1	-23	-5	-2	x
CCN(CC)c1ccc(C2CC(=O)Nc3cc(OC)c(OC)cc32)cc1 (configuration not stated)	0.1	15	-13	-10	17	-11	-2	-15	-9
Cc1cccc(-n2c(=O)[nH]c3c(C(N)=O)nc(C(C)C)nc32)c1	-0.3	23	-2	-14	0	-6	-13	0	-4

Four entries drawn at random from the list so far, as already listed:
SMILES	M1 ag parental	M1 PAM parental	CHRM1 antagonist	CHO-K1 Ca antag	TAAR1 ag	TAAR1 antag	CHO parental Ca	OXTR potentiate	M1 ag
CCN(CC)c1ccc(C2CC(=O)Nc3cc(OC)c(OC)cc32)cc1 (configuration not stated)	0.1	15	-13	-10	17	-11	-2	-15	-9
Cc1cc(C)cc(NCc2cc3c(cc2[N+](=O)[O-])OCO3)c1	-0.2	-8	-9	-2	-2	-7	-16	-6	-8
Cc1ccc(Cl)cc1NC(=O)Cn1cc2c(n1)CCCC2	-0.2	5	-4	3	-2	-11	-13	1	-7
Cc1ccc(CNC(=O)CC2Nc3c4ccccc4nc(=S)n3C2=O)cc1 (configuration not stated)	x	x	x	x	1	-23	-5	-2	x

Remaining list, next part:
SMILES	M1 ag parental	M1 PAM parental	CHRM1 antagonist	CHO-K1 Ca antag	TAAR1 ag	TAAR1 antag	CHO parental Ca	OXTR potentiate	M1 ag
CC(C)NS(=O)(=O)c1ccc(OCC(=O)NCC2CCCO2)c(Cl)c1 (configuration not stated)	0.5	4	-2	0	x	x	-15	-6	-5
COc1ccc(S(=O)(=O)N(CC(=O)NCc2ccncc2)c2ccc(C)cc2)cc1OC	2.2	9	-12	-15	2	-12	-18	-11	-7
O=C(CSc1ncnc2c1oc1ccccc12)Nc1cccc(F)c1	-0.2	-7	-3	22	12	20	-20	-1	-2
O=C(c1ccccc1)N1N=C(c2ccccc2)CC1c1ccccc1 (configuration not stated)	-0.9	-3	-7	2	-3	-8	-20	-8	3
CCCCOc1ccc(-c2cnc3ccccc3n2)cc1	-0.2	7	-4	-2	4	-18	-11	4	-1
COc1cc(NC(=O)Cn2c(-c3cncs3)nc3ccccc32)cc(OC)c1OC	-0.3	9	0	1	5	-1	-15	-1	-4
Cc1[nH]c2ccc3ccccc3c2c(=O)c1C/C=C/Cl	1.1	-11	-6	3	6	12	-10	-3	-4
NC(=O)c1cc(NC(=O)COC(=O)CCCN2C(=O)c3cccc4cccc(c34)C2=O)cc(C(N)=O)c1	0.8	13	-16	-6	0	-1	-7	1	-6
CCOC(=O)C1CCCN(Cc2nc(N)nc(Nc3ccc(Cl)cc3)n2)C1 (configuration not stated)	0.3	-2	-33	16	20	5	-23	-6	37*
Oc1cc(NCCc2cccnc2)cc2cccnc12	0.3	4	5	-7	6	7	-14	1	-4
Cc1ccc(NC(=O)C2C3/C=C\CCCCC32)cc1 (configuration not stated)	0.0	19	-10	-4	28	15	14	-12	-8
Cc1cccc(-n2nnnc2SCc2csc(-c3ccccc3)n2)c1	-0.2	-3	-2	7	11	34	4	-6	-2
COc1ccc(CCNC(=O)C(C)OC(=O)c2nsc(Cl)c2Cl)cc1OC (configuration not stated)	9.3	5	-9	-2	0	-4	-17	-11	4
CS(=O)(=O)N(Cc1ccc(Cl)cc1)c1ccc(C(=O)NCCSc2ccccn2)cc1	4.5	-8	-8	11	11	27	2	-12	-1
O=S(=O)(c1ccccc1)N1CCN(C2CCN(Cc3ccccc3)CC2)CC1	-0.1	-3	25	2	8	-13	-13	-2	-9
CCCc1nnc2n1N=C(c1ccc(OC)c(OC)c1)CS2	-0.9	-7	10	-11	-1	-40	-7	-2	-6
C#CCSc1nnnn1-c1cccc(Cl)c1	3.9	-11	16	0	0	-18	-3	-3	-4
CCOc1cc2[nH]c(=S)n(CCC(=O)NCc3ccc(OC)cc3)c(=O)c2cc1OCC	0.7	24	-10	-6	3	-6	-4	-3	-7
CC(=O)c1cccc(Nc2cc(C)nc3ccc(C)cc23)c1	-0.5	31	-6	-28	0	-34	-26	2	-9
CCOC(=O)c1nn(-c2ccccc2)c(=O)cc1OCC(=O)Nc1cc(C)ccc1OC	-0.1	-19	2	3	1	12	-7	-4	1
C[N+](C)(C)CCN1C(=O)c2ccccc2C1=O	0.5	14	x	-14	3	-6	x	x	x
C=CCN(Cc1cccs1)C(=O)COc1ccc2c(c1)OCO2	0.9	10	-7	-16	4	-11	-12	-10	-1
C[C@@H]1CN([C@@H](C)CO)C(=O)c2cc(Br)cnc2O[C@H]1CN(C)C(=O)c1ccccc1F	0.2	6	-5	-8	5	-19	x	x	-2
Cc1cc(C(=O)NNC(=O)c2ccc(Cl)cc2)no1	0.2	3	-4	-2	2	-19	-11	1	-3
